NPR1 activator – GC-A (human) enzyme activation; HEK293 GC-A cells, cGMP TR-FRET, EC30 ANP; 0% at EC30 ANP, 100% saturating ANP; activation, % at 10 µM; hit rate 0.14% among 370,000; AID 1671463; in the data active means activation above about 40%
MBD2 DNA inh – inhibitors of human MBD2 binding to methylated oligonucleotide; TR-FRET; Q9UBB5; AID 686964; inhibition, % at 4.4 µM; hit rate 0.31% among 370,000; in the data active means inhibition above about 13%
ABHD4 inh – inhibitors of mouse ABHD4; Q8VD66; inhibition, % at 8.92 µM; AID 720543; hit rate 0.54% among 370,000; purified mABHD4, FP-Rh probe fluorescence polarization;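 active means inhibition exceeding the mean over every tested compound plus 3 SD, cut at about 30% in these data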;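 further: 0% = plate median of compound wells and 100% = S159A mutant with DMSO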
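Assay system: mouse ABHD4 enzyme, wild type / Also added: fluorescent activity-based probe FP-Rh / Doses: single nominal dose of 8.92 µM, 0.89% DMSO final / Timing: 45 min compound pre-incubation plus 60 min probe step, 25 °C / Signal: FP readout, ex 525 nm / em 598 nm / Control set: S159A mutant/DMSO as 100%, compound-well median as 0%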
SIAE inh – inhibitors of human sialic acid acetylesterase SIAE; Q9HAT2; SIAE FP-Rh probe binding, fluorescence polarization; inhibition, % at 9.66 µM; hit rate 0.69% among 370,000; AID 1053197;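 active means inhibition above a cutoff: mean of compounds within the control limits plus 3 SD of those, cut at about 17% in these data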;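 further: 0% = plate median of compound wells and 100% = probe without SIAE protein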
TCR CD3 inh – blocks the human TCR-CD3 interaction; TAMRA-labeled TCR probe fluorescence, biochemical; inhibition, % at 9.4 µM; hit rate 0.37% among 360,000; in the data active means inhibition above about 19%;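 further: recombinant mutant TCR 2C K166C tagged with TAMRA read by polarization; 0% = receptor in buffer alone and 100% = receptor with positive control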
UHRF1 binding – human UHRF1 methylated DNA binding inhibitors. AID 687016. UHRF1 binding to methylated oligo, TR-FRET. hit rate 0.75% among 370,000. inhibition, % at 4.4 µM; in the data active means inhibition above about 21%;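 further: UHRF1 SRA domain binding a hemimethylated CpG hairpin DNA probe; 0% = median of test compound wells and 100% = reference inhibitor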
Target sequence (Q96T88 whole entry, looked up, the tested form may be a part): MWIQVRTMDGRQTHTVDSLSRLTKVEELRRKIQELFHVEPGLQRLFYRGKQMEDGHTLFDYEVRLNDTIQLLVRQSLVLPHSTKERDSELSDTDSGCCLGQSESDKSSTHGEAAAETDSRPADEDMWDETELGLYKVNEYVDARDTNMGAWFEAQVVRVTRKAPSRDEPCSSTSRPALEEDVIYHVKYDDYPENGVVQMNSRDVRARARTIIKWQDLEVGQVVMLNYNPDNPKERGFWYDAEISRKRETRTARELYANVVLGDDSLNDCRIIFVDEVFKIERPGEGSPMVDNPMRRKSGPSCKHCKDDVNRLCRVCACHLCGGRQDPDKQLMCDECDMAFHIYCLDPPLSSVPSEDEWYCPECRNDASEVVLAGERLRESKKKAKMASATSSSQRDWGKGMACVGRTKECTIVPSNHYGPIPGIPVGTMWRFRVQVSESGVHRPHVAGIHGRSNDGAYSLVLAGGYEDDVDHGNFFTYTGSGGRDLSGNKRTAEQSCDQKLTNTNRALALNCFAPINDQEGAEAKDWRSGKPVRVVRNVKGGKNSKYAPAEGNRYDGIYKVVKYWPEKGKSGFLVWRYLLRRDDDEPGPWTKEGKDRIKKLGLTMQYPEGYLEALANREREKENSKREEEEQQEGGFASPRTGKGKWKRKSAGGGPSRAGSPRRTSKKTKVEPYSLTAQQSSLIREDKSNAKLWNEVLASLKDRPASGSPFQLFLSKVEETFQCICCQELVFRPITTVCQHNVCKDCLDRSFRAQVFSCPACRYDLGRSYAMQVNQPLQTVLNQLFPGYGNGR
PRMT1 FP inh – blocks human protein arginine methyltransferase 1; hit rate 1.3% among 370,000; recombinant PRMT1, activity-based probe fluorescence polarization; Q99873; inhibition, % at 2.79 µM; AID 652257;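 active means inhibition above about 21% made by adding two undisclosed values, limit read from the data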
rCAG binder – binds r(CAG) RNA repeats | r(CAG) RNA repeat, TO-PRO-1 dye displacement fluorescence | inhibition, % at 3 µM | hit rate 1.3% among 370,000 | AID 651821;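 active means inhibition above the plate cutoff, the mean of all test compounds on that plate plus 3 SD, cut at about 35% in these data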;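 further: 0% = DMSO alone and 100% = 100 µM mitoxantrone as full dye displacement; higher means more dye released from RNA so lower well fluorescence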
HTRA1 inhibitor – HTRA1 (human) protease inhibition. recombinant HTRA1, FP-rhodamine activity-based probe, fluorescence polarization. inhibition, % at 5.96 µM. hit rate 0.5% among 340,000. AID 504803; in the data active means inhibition above about 36%;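 further: 0% = enzyme with DMSO and 100% = wells lacking enzyme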
NPR2 activator – GC-B (human) receptor activation; P20594; HEK293-GC-B cells, CNP EC30, cGMP TR-FRET; 0% at EC30 CNP, 100% saturating CNP; activation, % at 10 µM; hit rate 0.11% among 370,000;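 active means activation at 10 µM reaching about 35% in either raw or pattern-adjusted values, limit read from the data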
An asterisk follows results filed as active; / = no result given. These rows are one share of the data, so the mix of outcomes need not match the whole.

#	canonical_smiles	MBD2 DNA inh	NPR2 activator	HTRA1 inhibitor	ABHD4 inh	rCAG binder	SIAE inh	NPR1 activator	PRMT1 FP inh	TCR CD3 inh	UHRF1 binding
1	CCCC1CCC(=NNC(=S)NCCc2ccccc2)CC1 (stereo not given)	-2.4	1.6	-22.1	0.1	2.4	-1.3	3.5	2.8	0.5	-0.7
2	N#C/C(=C\c1cn[nH]c1-c1ccccc1Br)C(=O)O	1.2	2.4	8.5	1.5	3.3	-13.5	0.9	0.6	7.9	-0.6
3	OC(CN(Cc1ccccc1)Cc1ccccc1)c1ccccc1 (stereo not given)	2.2	-9.3	-21.1	-3.1	-1.6	-1.1	-21.3	0.5	-2.8	-2.1
4	C=CCNC(=O)C(=O)Nc1ccc2c(c1)N(S(=O)(=O)c1cccs1)CCC2	2.0	2.8	1.3	-10.7	-1.9	-1.2	0.8	-6.0	2.4	-2.2
5	COc1ccc2c(c1)CCc1sc(NC(=O)c3ccc(C)cc3)nc1-2	3.6	-9.7	-8.6	10.4	4.8	17.5*	3.7	-1.9	3.6	1.0
6	CC(C)(C)C(=O)Nc1nnc(SCC(=O)NC2CCCC2)s1	7.0	1.6	-5.7	7.7	-0.8	0.3	3.4	6.2	-1.3	0.9
7	FC(F)(F)c1nc2nc(Cl)c(Cl)nc2[nH]1	-0.8	-0.9	4.2	-3.1	1.5	2.2	1.2	5.8	-2.0	1.3
8	CCOc1ccc(-c2nnc3ccc(SC)nn23)cc1	-2.4	-4.3	-0.6	4.5	-1.4	-1.2	5.0	-1.6	7.9	1.3
9	Cc1ccc(S(=O)(=O)NCCc2ccncc2)cc1C	-5.8	-0.6	0.8	1.7	-0.6	-1.6	-3.1	1.0	2.2	-1.7
10	CNc1ccc(Oc2c(F)c(F)nc(F)c2F)cc1	-1.4	1.7	5.4	-1.9	1.7	1.1	-0.5	-3.2	2.5	-1.0
11	CC1CCN(S(=O)(=O)c2ccc(C(=O)N3CCCCC3C(=O)O)cc2)CC1 (stereo not given)	6.5	-0.6	1.1	4.2	1.2	0.9	4.7	-0.6	-3.7	2.2
12	CC(=O)N1CCN(S(=O)(=O)c2ccc(C)c([N+](=O)[O-])c2)C1C(C)C (stereo not given)	-2.2	1.4	6.5	3.4	-1.1	-1.5	-1.3	1.5	-3.7	3.0
13	COC(=O)c1c(-c2ccc(C)cc2)csc1N	-2.1	-4.6	-1.9	-4.3	1.3	1.9	6.5	-3.6	6.5	28.4*
14	COc1ccccc1C(=O)N(Cc1ccccn1)CC1CCCO1 (stereo not given)	-2.3	-2.5	/	5.6	6.4	0.0	2.6	-0.9	/	-2.1
15	Cc1cccc(C(=O)OCC(=O)NC(=O)NCc2ccccc2)c1	4.6	3.0	-7.3	-17.4	1.6	-5.1	1.5	5.8	-15.6	2.5
16	Cc1ccc(CNC(=O)c2ccccc2NC(=O)CN2CCN(C)CC2)cc1	6.9	1.5	2.8	-13.3	-2.0	-11.5	-3.1	1.7	1.0	2.2
17	O=C(/C=C/c1ccco1)N1CCC(Cc2ccccc2)CC1	-5.3	7.3	-3.3	5.0	2.8	-15.7	6.2	3.3	10.0	-2.2
18	Cn1c(C(=O)NCCN2CCOCC2)cc2sccc21	-9.8	1.2	-0.3	0.3	1.8	5.0	4.7	-4.0	8.6	-1.4
19	Cc1cnc(C(=O)OCC(=O)N2CCC(C)CC2)cn1	0.3	3.3	3.4	4.3	4.1	2.1	4.6	-0.7	-5.2	-3.5
20	Cc1ccc(C)c(N2CCN(c3ncccc3[N+](=O)[O-])CC2)c1	-0.8	4.8	1.0	-10.9	-6.0	0.2	-7.6	-3.2	4.3	-3.6
21	COc1cc(C(=O)N2CCN=C2c2ccccc2)cc(OC)c1OC	-1.6	-15.2	1.7	4.6	-6.3	-1.3	-4.1	0.1	8.5	0.6
22	CCOc1ccc(CSc2nc(C)cc(COC)c2C#N)cc1OCC	-3.1	8.1	-8.8	2.7	-3.0	-0.2	1.9	0.9	0.5	0.0
23	O=C(N/N=C\c1ccc(F)cc1)c1cc(OCC(F)(F)F)ccc1OCC(F)(F)F	-0.2	2.8	-7.8	-6.0	-4.7	-2.1	2.0	2.5	0.0	-3.5
24	CN(C)CCCNCCNC(=O)/C=N\O	2.6	-0.1	-2.3	-1.9	-1.8	-3.4	2.6	2.6	-2.8	2.5
25	CC1CCN(C(=O)CN(C)S(=O)(=O)c2cccc3nsnc23)CC1	0.0	9.7	10.4	2.7	4.3	7.1	6.2	-4.1	-1.1	0.1

Reprinted from above (4 entries):
#	canonical_smiles	MBD2 DNA inh	NPR2 activator	HTRA1 inhibitor	ABHD4 inh	rCAG binder	SIAE inh	NPR1 activator	PRMT1 FP inh	TCR CD3 inh	UHRF1 binding
22	CCOc1ccc(CSc2nc(C)cc(COC)c2C#N)cc1OCC	-3.1	8.1	-8.8	2.7	-3.0	-0.2	1.9	0.9	0.5	0.0
23	O=C(N/N=C\c1ccc(F)cc1)c1cc(OCC(F)(F)F)ccc1OCC(F)(F)F	-0.2	2.8	-7.8	-6.0	-4.7	-2.1	2.0	2.5	0.0	-3.5
24	CN(C)CCCNCCNC(=O)/C=N\O	2.6	-0.1	-2.3	-1.9	-1.8	-3.4	2.6	2.6	-2.8	2.5
25	CC1CCN(C(=O)CN(C)S(=O)(=O)c2cccc3nsnc23)CC1	0.0	9.7	10.4	2.7	4.3	7.1	6.2	-4.1	-1.1	0.1

(cont.)
#	canonical_smiles	MBD2 DNA inh	NPR2 activator	HTRA1 inhibitor	ABHD4 inh	rCAG binder	SIAE inh	NPR1 activator	PRMT1 FP inh	TCR CD3 inh	UHRF1 binding
26	Cc1ccc(C(=O)N2CCCCCC2)cc1S(=O)(=O)N1CCOCC1	0.5	-3.0	0.1	3.2	-6.5	3.4	-2.7	-0.5	14.6	1.1
27	Cc1ccc2nc(-c3ccc(SCC(=O)Nc4cc(C)on4)nc3)[nH]c2c1	2.2	1.8	-19.9	-8.4	1.7	-18.4	2.7	0.0	6.3	-0.2
28	Cn1c(NCCN2CCOCC2)nc2c1c(=O)n(Cc1cccc(Cl)c1)c(=O)n2C	0.1	-0.4	1.2	3.6	-6.8	3.1	1.3	-0.3	6.9	2.4
29	Nn1c(SCC(=O)NCc2ccc3c(c2)OCO3)nnc1C1CC1	3.4	-4.1	-1.1	-1.5	2.0	4.5	3.1	-1.4	-5.9	-1.4
30	CC1(C)CC2CC(C)(CN2C(=O)c2ccc([N+](=O)[O-])cc2)C1 (stereo not given)	-3.1	2.9	-7.8	1.5	-7.5	5.4	3.4	-3.4	-1.0	0.7
31	CC1CCc2nc3sc4c(c3c(N)c2C1)CCCC4 (stereo not given)	7.6	6.0	0.7	-0.7	8.8	-9.0	5.6	2.1	1.0	5.1
32	COc1cc(SC)ccc1C(=O)NCCNC(=O)c1nonc1N	4.8	1.5	7.7	7.4	-5.7	-5.0	3.4	0.9	1.2	1.5
33	CCOc1ccc(C(=O)Nc2ccc(NC(=S)NC(=O)CC)cc2)cc1Cl	-0.8	2.9	-3.5	-0.6	1.7	-6.4	1.5	1.6	-0.3	-1.9
34	O=C(NC1(C(F)(F)F)N=C(c2ccccc2)NC1=O)c1ccc(Cl)cc1Cl (stereo not given)	0.0	-1.0	-3.1	5.3	-0.1	-5.1	-3.9	2.1	-0.9	0.4
35	COCC(C)n1c(C)cc(C(=O)COc2ccc(S(=O)(=O)N3CCOCC3)cc2Cl)c1C (stereo not given)	1.8	3.4	-3.5	-7.7	-1.9	-0.2	6.2	1.8	-3.5	6.9
36	CC(NC(=O)c1ccc(F)cc1)c1ccc(F)cc1 (stereo not given)	0.5	0.8	-4.7	6.5	-0.1	-2.2	-0.5	1.2	-0.8	3.3
37	CC12CCC(=O)N1C(C(=O)NCCN1C(=O)S/C(=C\c3ccc(OC(F)F)cc3)C1=O)CS2 (stereo not given)	-1.8	-2.4	-5.9	-4.1	-5.4	-2.7	-2.6	-0.7	7.0	-5.2
38	CCN(CC(=O)Nc1c(F)cccc1F)C(=O)c1ccccn1	1.0	-0.1	-2.8	-0.7	-0.6	-7.1	2.2	0.4	0.5	-0.7
39	CC(C)=CC/C=C1\CCC(C(=O)O)C(C(=O)O)C1 (stereo not given)	2.8	2.9	6.7	3.2	-0.6	15.5	3.4	-3.1	3.8	-0.1
40	CCCCNC(=O)C1(C)CCCCN1C(=O)c1ccc2c(c1)CCO2 (stereo not given)	-1.3	-2.2	/	-1.4	2.8	3.4	2.0	-2.7	2.0	-3.1
41	CN(C)c1cccc2cccc(N(C)C)c12	-3.1	4.2	10.0	3.2	-1.5	-1.1	0.5	-0.1	-6.9	0.3
42	COCC(=O)N(CCN(C)C)Cc1cc2cc3c(cc2nc1Cl)OCO3	0.8	0.8	-1.1	-1.6	-3.1	3.3	3.0	2.5	3.7	0.4
43	O=C(O)c1ccc2c(c1)C(=O)N(c1cc([N+](=O)[O-])ccn1)C2=O	6.8	0.2	-1.4	0.8	2.1	1.5	3.1	-2.1	0.4	0.5
44	O=C1COc2ccc(C(=O)/C=C/c3ccccc3)cc2N1	-1.5	-6.4	-9.3	-3.6	2.9	3.0	1.8	1.0	-4.2	1.8
45	N#C/C(=C\c1ccccc1)c1nc2ncccc2[nH]1	-8.9	-3.7	-4.7	6.0	4.2	-5.0	-6.4	1.2	12.6	-0.8
46	COc1cc(/C=C(\NC(=O)c2ccccc2)C(=O)NCC(=O)O)c([N+](=O)[O-])cc1OC	-8.4	3.6	-1.5	2.9	-0.3	0.5	2.0	-2.4	1.2	-3.7
47	COCCCN1C(=O)C(CC(=O)NCCc2ccccn2)CC(C(=O)N2CCOCC2)=C1C (stereo not given)	5.9	6.9	-4.2	-7.6	-1.3	-1.9	1.3	7.4	-11.7	5.7
48	CCOc1ccc2nc(NC(=O)CSc3nnnn3C3CCCCC3)sc2c1	0.1	-1.7	-39.4	-9.6	6.6	9.4	0.6	0.9	4.8	-1.4
49	O=C(c1ccc(Cl)c([N+](=O)[O-])c1)N1CCN(S(=O)(=O)c2ccc(Cl)cc2)CC1	-4.7	-2.5	-3.3	4.1	2.1	2.1	-7.2	-1.8	7.6	-0.3

Bioassay records deposited in PubChem BioAssay by several laboratories.
